TR SRC2 fluor cs: Total Fluorescence Counterscreen for Inhibitors of the Interaction of Thyroid Hormone Receptor and Steroid Receptor Coregulator 2. TRb/SRC2 Texas Red total fluorescence interference. 280,000 tested, 0.29% active. Potency, µM (top dose mostly 106 µM), without a hit: at the highest dose fluorescence change, negative = quenching; active means well fitted curve in either direction with a large enough effect; inconclusive means small, poorly fitted or top-dose-only effect
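Flags fluorescent or light-absorbing compounds by total fluorescence, S + 2P, at 555 nm excitation and 632 nm emission. Mixture: 20 nM Texas Red SRC2 peptide, 0.6 uM human TRb LBD, 1 uM T3, 5% DMSO; compound exposure 5 h at ambient temperature.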
RGS12 GoLoco inh: qHTS Assay for Inhibitors of RGS12 GoLoco Motif Activity (Red Fluorophore) | Guanine nucleotide-binding protein G(i) subunit alpha-1 (Homo sapiens), P63096 | Gai1:RGS12 GoLoco peptide FP, rhodamine, 10 min | Potency, µM (doses to about 61.6 µM), inactives show top-dose activity, negative = inhibition, actives largely listed as inhibitors | 230,000 tested, 0.44% active | AID 880, 2007; active means well fitted inhibition curve with a large enough effect, not every such curve was filed as active; inactive means no such curve, though single readings can be large or run the other way; further: nearly all actives have a fitted effect of over 30% in size; many of its hits are not listed in these tables
L3MBTL1 inh: qHTS Assay for the Inhibitors of L3MBTL1. Lethal(3)malignant brain tumor-like protein 1 (Homo sapiens), Q9Y468. AlphaScreen L3MBTL1–H3K9me1 peptide binding. Potency, µM (doses to about 57.1 µM), for inactives: top-dose activity, negative = inhibition, actives largely listed as inhibitors. 230,000 tested, 0.66% active. AID 485360, 2010; further: nearly all actives have a fitted effect of over 60% in size
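First, the protein-peptide complex forms for 30 min at room temperature (L3MBTL1 50 nM, biotinylated H3K9me1 peptide 75 nM). Next, compounds are pin-transferred and incubated 30 min. Finally, AlphaScreen beads are added and read after 30 min.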
TRb SRC2 PPI: qHTS for Inhibitors of the Interaction of Thyroid Hormone Receptor and Steroid Receptor Coregulator 2; TRbeta-SRC2 peptide binding, fluorescence polarization; receptor liganded with 1 µM T3; 280,000 tested, 0.065% active; Thyroid hormone receptor beta (Homo sapiens), P10828; AID 1469, 2008; Potency, µM (top dose mostly 106 µM), for inactives: at the top dose activity change, negative = inhibition, most hits filed as inhibitors;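 further: plate controls were bound peptide for no effect and peptide without receptor for full effect; nearly all actives have a fitted effect of over 50% in size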
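Each compound concentration gave % activity, normalized to unbound and bound Texas Red SRC2 controls, from polarization read after 5 hr ambient incubation with T3-loaded human TRb LBD.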
Tau FP inhib: qHTS for Inhibitors of Tau Fibril Formation, Fluorescence Polarization | Microtubule-associated protein tau (Homo sapiens), P10636 | Potency, µM (highest dose often 57.7 µM), without a hit: at the highest dose activity, negative = inhibition, most hits filed as inhibitors | K18 P301L tau heparin fibrillization, Alexa594 FP, 6 h | 280,000 tested, 0.39% active; further: nearly all actives have a fitted effect of over 55% in size
Target sequence (P10636 561-689 P618L limits assumed): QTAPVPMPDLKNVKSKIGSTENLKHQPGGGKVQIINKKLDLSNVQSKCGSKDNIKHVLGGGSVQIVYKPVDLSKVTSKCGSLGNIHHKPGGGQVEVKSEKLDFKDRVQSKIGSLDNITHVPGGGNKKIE
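Human tau K18 […] P301L fragment, 15 uM unlabeled plus 0.24 uM Alexa 594-labeled tau (final), with compound and 20 uM heparin in 100 mM sodium acetate pH 7; 6 hr at 37 C, then Alexa 594 FP read.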
KDM4E inh: qHTS Assay for Inhibitors of Human Jumonji Domain Containing 2E (JMJD2E); Lysine-specific demethylase 4E (Homo sapiens), B2RXH2; JMJD2E catalytic domain, FDH-coupled NADH fluorescence (FDH is formaldehyde dehydrogenase); Potency, µM (doses to about 57.1 µM), for inactives: at the top dose activity change, negative = inhibition, actives largely listed as inhibitors; 230,000 tested, 1.6% active; AID 2147, 2009; active means well fitted inhibition curve with a large enough effect, not every such curve was filed as active; inconclusive means small, poorly fitted or top-dose-only effect, or another doubt; inactive means no such curve, though single readings can be large or run the other way;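 further: 0% = wells with enzyme and -100% = buffer wells without enzyme; nearly all actives have a fitted effect of over 50% in size; many of its hits are not listed in these tables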
Tau ThT inhib: qHTS for Inhibitors of Tau Fibril Formation, Thioflavin T Binding | Microtubule-associated protein tau (Homo sapiens), P10636 | Potency, µM (top dose mostly 57.4 µM), inactives show at the highest dose activity, negative = inhibition, most hits filed as inhibitors | 270,000 tested, 2.1% active | AID 1460, 2008 | recombinant tau K18 P301L (four-repeat tau fragment), heparin-induced fibrillization, ThT fluorescence; further: nearly all actives have a fitted effect of over 55% in size
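Heparin-induced (20 uM) aggregation of recombinant human K18 P301L tau, 15 uM unlabeled with 0.24 uM labeled, pH 7 acetate buffer, 6 hr at 37 C with compound. Fibrils quantified by 30 uM ThT fluorescence after 1 hr ambient incubation.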
RECQ1 helicase: qHTS Assay for Inhibitors of RecQ-Like Dna Helicase 1 (RECQ1) | ATP-dependent DNA helicase Q1 (Homo sapiens), P46063 | RECQ1 DNA unwinding, red fluorescence kinetic read | Potency, µM (series often up to 57.3 µM), inactives show top-dose activity, negative = inhibition, usual class: inhibitors | 240,000 tested, 0.54% active | AID 2549, 2010;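 further: plate controls were vehicle for no effect and no enzyme for full effect; nearly all actives have a fitted effect of over 30% in size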
Target sequence (P46063 whole entry, looked up): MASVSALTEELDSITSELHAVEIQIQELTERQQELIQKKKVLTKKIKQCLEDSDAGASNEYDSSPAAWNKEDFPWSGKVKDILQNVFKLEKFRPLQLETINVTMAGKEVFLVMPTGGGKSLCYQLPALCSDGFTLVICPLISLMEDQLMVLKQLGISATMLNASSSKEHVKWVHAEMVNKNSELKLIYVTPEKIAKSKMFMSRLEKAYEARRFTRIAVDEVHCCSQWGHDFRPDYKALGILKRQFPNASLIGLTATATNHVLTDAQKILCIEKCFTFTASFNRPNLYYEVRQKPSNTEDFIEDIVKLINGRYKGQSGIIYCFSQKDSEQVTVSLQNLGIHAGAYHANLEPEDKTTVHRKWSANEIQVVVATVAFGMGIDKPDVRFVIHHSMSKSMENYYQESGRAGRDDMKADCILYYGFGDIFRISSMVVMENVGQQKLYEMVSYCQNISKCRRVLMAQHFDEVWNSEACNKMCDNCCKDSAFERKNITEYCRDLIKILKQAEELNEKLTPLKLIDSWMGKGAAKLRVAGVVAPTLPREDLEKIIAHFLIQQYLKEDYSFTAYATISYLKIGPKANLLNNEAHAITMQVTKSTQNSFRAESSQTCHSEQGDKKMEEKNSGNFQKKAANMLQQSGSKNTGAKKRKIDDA
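50 nM RECQ1T1 preincubated 15 min with compound in Tris pH 8.0 buffer with MgCl2, DTT, Tween-20 and 2.5 ug/ml poly(dI-dC); started with 200 nM TAMRA/BHQ-2 forked duplex and 2 mM ATP. Unwinding read as fluorescence (525/598 nm), two reads 2 h apart.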
The depositor's hits bear a star; [ ] = dose if it differs, or a comment. Unless noted, the call rests on the fitted dose curve; in most records, active means well fitted curve in the direction sought with a large enough effect; inconclusive means small, poorly fitted or top-dose-only effect, or another doubt; inactive means no such curve, though single readings can be large; an effect the other way counts as inactive or inconclusive. Unless noted, on the % scale 0 is the no-effect control and ±100 the full control effect; potency means the concentration at half of the fitted maximal effect. Some of the compounds tested; count on the stated rates, not on these rows.

For COc1ccc(/C=C2\CC/C(=C\c3ccc(OC)c(OC)c3)C2=O)cc1OC the results were TR SRC2 fluor cs -4.7%, RGS12 GoLoco inh 7.9%, L3MBTL1 inh -11.0%, TRb SRC2 PPI 6.9%, Tau FP inhib 11.2%, KDM4E inh -12.1%, Tau ThT inhib inconclusive and RECQ1 helicase 22.3%.
For Cc1ccc(-c2nnn3c2nc(NCC(C)c2ccccc2)c2ccccc23)cc1 (centres undefined) the results were TR SRC2 fluor cs -1.2%, TRb SRC2 PPI -4.4%, Tau FP inhib -16.4% and Tau ThT inhib -1.3%.
`CC12CCC(C(=O)NCc3ccc4c(c3)OCO4)(C(=O)C1=O)C2(C)C` (centres undefined) gave TR SRC2 fluor cs 1.0%, RGS12 GoLoco inh -7.1%, TRb SRC2 PPI -3.7%, Tau FP inhib 1.2%, KDM4E inh 4.6%, Tau ThT inhib -12.3% and RECQ1 helicase -11.0%.
`O=CN/C=C/c1cc(O)ccc1O` gave TR SRC2 fluor cs -9.0%, RGS12 GoLoco inh -21.3%, L3MBTL1 inh 15.8µM*, TRb SRC2 PPI -2.3%, Tau FP inhib inconclusive, KDM4E inh inconclusive, Tau ThT inhib 25.1µM* and RECQ1 helicase -25.4%.
For COC(=O)c1[nH]c2cccc(OC)c2c1NC(=O)CCN1CCC(C(N)=O)CC1 the results were TR SRC2 fluor cs 0.1%, RGS12 GoLoco inh -1.1%, L3MBTL1 inh 6.4%, TRb SRC2 PPI 4.4%, Tau FP inhib 7.7%, KDM4E inh inconclusive, Tau ThT inhib 10.9% and RECQ1 helicase -1.3%.
`Cc1cccc(-n2c(C)nc3cc(C(=O)NCCC4=CCCCC4)ccc32)c1` gave TR SRC2 fluor cs -1.3%, TRb SRC2 PPI 5.0%, Tau FP inhib inconclusive and Tau ThT inhib inconclusive.
Screening CSc1ccc(/C=C/C(=O)N2CCCN(C)CC2)cc1 returned TR SRC2 fluor cs -1.6%, RGS12 GoLoco inh -0.9%, TRb SRC2 PPI -3.1%, Tau FP inhib inconclusive, KDM4E inh inconclusive, Tau ThT inhib inconclusive and RECQ1 helicase inactive.
`CN=c1sc2ccccc2n1CC(O)COCc1ccco1` (centres undefined) gave TR SRC2 fluor cs 2.7%, RGS12 GoLoco inh 7.4%, TRb SRC2 PPI -13.8%, Tau FP inhib -0.6%, KDM4E inh -2.2%, Tau ThT inhib 2.6% and RECQ1 helicase inactive.
For O=C(NCc1cccc(Cl)c1)c1c2c(nc3ccccc13)C(=O)N(C1CCCCC1)C2 the results were TR SRC2 fluor cs 1.1%, TRb SRC2 PPI -13.1%, Tau FP inhib -14.2% and Tau ThT inhib 8.3%.
`O=C(/C=C/c1ccccc1)NC(NC(=S)Nc1cccc(O)c1)C(Cl)(Cl)Cl` (centres undefined) gave TR SRC2 fluor cs -1.1%, RGS12 GoLoco inh 20.0%, L3MBTL1 inh -6.8%, TRb SRC2 PPI 4.9%, Tau FP inhib -6.8%, KDM4E inh -6.8%, Tau ThT inhib 1.1% and RECQ1 helicase 5.2%.
For CC(C)CC(NS(=O)(=O)c1ccc2c(c1)oc(=O)n2C)C(=O)NCCc1ccc(Cl)cc1 (centres undefined) the results were TR SRC2 fluor cs -2.9%, TRb SRC2 PPI 2.7%, Tau FP inhib 5.8% and Tau ThT inhib inconclusive.
`CNC(=O)c1cc(C)c(-c2ccccc2)s1` gave TR SRC2 fluor cs -1.4%, RGS12 GoLoco inh 12.1%, L3MBTL1 inh -4.2%, TRb SRC2 PPI 5.4%, Tau FP inhib -0.7%, KDM4E inh inconclusive, Tau ThT inhib inconclusive and RECQ1 helicase -1.4%.
For CN1C(=O)C2(c3ccccc31)N(c1ccc(Br)cc1)C(=O)CS2(=O)=O (centres undefined) the results were TR SRC2 fluor cs -0.6%, TRb SRC2 PPI 4.0%, Tau FP inhib -5.2% and Tau ThT inhib 3.7%.
`CCN(CC)CC(=O)Nc1ccc(Oc2ccc(NC(=O)CN(CC)CC)cc2)cc1` gave TR SRC2 fluor cs -5.0%, RGS12 GoLoco inh 8.2%, L3MBTL1 inh 3.5%, TRb SRC2 PPI -0.5%, Tau FP inhib -7.1%, KDM4E inh -0.9%, Tau ThT inhib 7.3% and RECQ1 helicase inactive.
Screening CC1=C(C(=O)Nc2ccccc2)C2(CCCCC2)C(C#N)=C(SCC(N)=O)N1 returned TR SRC2 fluor cs 0.5%, RGS12 GoLoco inh 4.6%, TRb SRC2 PPI -6.5%, Tau FP inhib 0.0%, KDM4E inh 8.7%, Tau ThT inhib -12.3% and RECQ1 helicase 0.0%.
For O=C(Cn1cc(C(=O)c2ccco2)c2ccccc21)NC1CCCC1 the results were TR SRC2 fluor cs 1.5%, L3MBTL1 inh -3.5%, TRb SRC2 PPI -4.7%, Tau FP inhib 1.7%, KDM4E inh 1.0%, Tau ThT inhib -0.7% and RECQ1 helicase -0.1%.
For O=c1[nH]c(/C=C/c2ccccc2[N+](=O)[O-])nc2ccccc12 the results were TR SRC2 fluor cs 7.9%, RGS12 GoLoco inh -4.4%, L3MBTL1 inh -13.3%, TRb SRC2 PPI 1.5%, Tau FP inhib 10.8%, KDM4E inh 8.8%, Tau ThT inhib -2.5% and RECQ1 helicase 3.5%.
COC(=O)C1=C(C)NC(=O)C1(NS(=O)(=O)c1ccc(C)cc1)C(F)(F)F (centres undefined) was read as TR SRC2 fluor cs 0.8%, RGS12 GoLoco inh -4.2%, TRb SRC2 PPI -0.5%, Tau FP inhib 0.5%, KDM4E inh -0.9%, Tau ThT inhib -9.9% and RECQ1 helicase inactive.
Screening CCOc1ccc(N2C(=O)CS/C2=N/NC(=O)COc2ccc3ccccc3c2)cc1 returned TR SRC2 fluor cs 0.7%, RGS12 GoLoco inh 14.1%, L3MBTL1 inh -6.2%, TRb SRC2 PPI -0.7%, Tau FP inhib 4.0%, KDM4E inh -5.9%, Tau ThT inhib -13.4% and RECQ1 helicase -1.2%.
CN(Cc1ccccc1)Cc1nc2c(c(=O)n(C)c(=O)n2C)n1Cc1ccccc1Cl was read as TR SRC2 fluor cs 2.5%, RGS12 GoLoco inh 9.7%, L3MBTL1 inh 0.8%, TRb SRC2 PPI 1.0%, Tau FP inhib -2.0%, KDM4E inh -6.9%, Tau ThT inhib -11.2% and RECQ1 helicase -5.3%.
Cc1cc2nc(C)c(Cl)c(=O)n2[nH]1 was read as TR SRC2 fluor cs -1.1%, RGS12 GoLoco inh -1.6%, TRb SRC2 PPI -1.8%, Tau FP inhib 5.0%, KDM4E inh inconclusive, Tau ThT inhib -2.5% and RECQ1 helicase inconclusive.
`[O-]/C(=C(\C(=S)NCc1ccccc1)[n+]1ccccc1)c1ccc(Cl)s1` gave TR SRC2 fluor cs -1.6%, RGS12 GoLoco inh 24.8%, TRb SRC2 PPI 2.3%, Tau FP inhib -7.7%, KDM4E inh 7.0%, Tau ThT inhib inconclusive and RECQ1 helicase -3.0%.
Screening CC1CCCCN1Cc1cnc(Cl)s1 (centres undefined) returned TR SRC2 fluor cs 2.1%, RGS12 GoLoco inh 5.7%, L3MBTL1 inh -4.7%, TRb SRC2 PPI -3.8%, Tau FP inhib 5.2%, KDM4E inh -6.0%, Tau ThT inhib -12.8% and RECQ1 helicase -11.5%.
O=C(COC(=O)c1ccc2c(c1)S(=O)(=O)N=C1CCCCCN12)NCCc1ccc(F)cc1 was read as TR SRC2 fluor cs -0.9%, RGS12 GoLoco inh 5.3%, L3MBTL1 inh -16.0%, TRb SRC2 PPI -13.1%, Tau FP inhib 0.6%, KDM4E inh inconclusive, Tau ThT inhib 3.5% and RECQ1 helicase inactive.
`CCN1C(=O)N(c2ccc(Cl)cc2)C(C)=CC1(C)C` gave TR SRC2 fluor cs -2.9%, RGS12 GoLoco inh 5.3%, L3MBTL1 inh -0.1%, TRb SRC2 PPI -2.9%, Tau FP inhib -0.4%, KDM4E inh 3.8%, Tau ThT inhib -10.1% and RECQ1 helicase -5.0%.
Screening Cc1cc(C)c(S(=O)(=O)Nc2ccc3oc4c(c3c2)CCCC4)cc1C returned TR SRC2 fluor cs -2.9%, TRb SRC2 PPI -0.5%, Tau FP inhib -8.5% and Tau ThT inhib -3.2%.
`CCOc1ccc(NC(=O)C(=O)NCCc2csc(-c3ccc(C)cc3)n2)cc1` gave TR SRC2 fluor cs -0.2%, TRb SRC2 PPI 6.5%, Tau FP inhib -11.2% and Tau ThT inhib -10.0%.
Screening Cc1nn(C(=O)c2cccc([N+](=O)[O-])c2C)c(C)c1S(=O)(=O)N1CCOCC1 returned TR SRC2 fluor cs 4.8%, TRb SRC2 PPI 0.5%, Tau FP inhib 10.5% and Tau ThT inhib inconclusive.
For CC(NC(N)=O)C(=O)Nc1ccc(Cl)c(S(=O)(=O)Nc2ccc(Cl)cc2)c1 (centres undefined) the results were TR SRC2 fluor cs 1.6%, RGS12 GoLoco inh 5.0%, L3MBTL1 inh 10.5%, TRb SRC2 PPI 3.0%, Tau FP inhib 3.7%, KDM4E inh 4.1%, Tau ThT inhib 8.8% and RECQ1 helicase -2.8%.
For Cc1cccc(C)c1NC(=O)CN1CCN(CCCC(c2ccc(F)cc2)c2ccc(F)cc2)CC1 the results were TR SRC2 fluor cs 1.0%[53 µM], RGS12 GoLoco inh 4.0%[21.6 µM], L3MBTL1 inh -8.1%, TRb SRC2 PPI 2.8%[53 µM], KDM4E inh 3.5%[25.5 µM] and RECQ1 helicase -4.8%[25.9 µM].
